QS inhibitor – S. aureus quorum sensing inhibitors, primary screen, RNAIII-GFP reporter, flow cytometry. 0.3% of 24,000 active. inhibition, % at 2 µM. AID 527, 2006. S. aureus RN6390 RNAIII-GFP reporter, AIP-induced, flow cytometry 3 h;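 active = share of bacteria positive for the green fluorescent reporter and its mean brightness both inhibited by 50% or more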;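 note: 0% = AIP-stimulated control and 100% = unstimulated bacteria without AIP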
QS inhibitor GFP MFI % – second read-out of QS inhibitor, no call of its own (marks repeat the call); inhibition, %; measured here: inhibition of GFP MFI
The depositor's hits bear a star. This is a subset; the hit share may differ from the screen's.

SMILES | QS inhibitor | QS inhibitor GFP MFI %
O=C(C1CC1)N1CCc2cc(Br)cc(S(=O)(=O)N3CCN(c4ccccn4)CC3)c21 | 16 | 34
CN1CCCCCC1=NC1=C(C#N)CCCC1 | -4 | -7
CC(=O)NS(=O)(=O)c1ccc(N)cc1 | -2 | -6
CCS(=O)(=O)N1CCCC(C(=O)NCCCN(C)Cc2ccccc2)C1 (configuration not stated) | -5 | -10
Cc1cccc(N2CCN(C(=O)c3ccc(NS(=O)(=O)c4c(C)noc4C)cc3)CC2)c1C | -1 | 3
O=C(CN1CCCN(S(=O)(=O)c2ccc(Br)cc2)CC1)Nc1ccc2cn[nH]c2c1 | 0 | 1
COc1cc(C2C(C(=O)OC(C)C)=C(C)Nc3ncnn32)cc(OC)c1OC (configuration not stated) | 3 | 9
CN(c1ccccc1)c1nc(-n2ccnc2)nc(-n2ccnc2)n1 | 2 | 10
Cn1cc(/C=N/n2cnc3scc(-c4ccccc4)c3c2=O)c2ccccc21 | 1 | 5
CCC(C)(C(=O)NC1CCCC1)N(CC1CCCO1)C(=O)c1ccc2c(c1)OCO2 (configuration not stated) | 0 | -1
CCOC(=O)N1CCN(C(=O)CSc2nnc(COc3ccc(Cl)cc3)o2)CC1 | -4 | -12
CCOC(=O)N1CCC(NC(=O)c2cc3c(-c4ccc(Cl)cc4)nn(C)c3s2)CC1 | 3 | 11
CCS(=O)(=O)N1CCCC(C(=O)NCCCOC(C)C)C1 (configuration not stated) | 0 | 2
CCCOc1ccc(N2C(=O)C3ON(c4ccccc4)C(c4ccc(O)c(OC)c4)C3C2=O)cc1 (configuration not stated) | 0 | 8
CCCCn1cc(C(C)(C)C)c(C#N)c1NC(C)=O | 2 | -36
CCOC(=O)N1CCN(C(=O)c2cc3sccc3n2C)CC1 | 0 | -14
Cc1ccc(-n2nnnc2SCC(=O)N2CCN(C(=O)c3ccco3)CC2)c(C)c1 | 1 | 2
O=C(O)c1ccccc1NS(=O)(=O)c1ccc2c3c(cccc13)C(=O)N2 | 0 | 17
Cc1ccc(-n2nc3c(c2NC(=O)c2c(-c4ccccc4Cl)noc2C)CSC3)cc1 | 0 | 9
CC1CCCCN1CCNC(=O)c1cnn2ccccc12 (configuration not stated) | -5 | -9
Cc1ccc(CCNC(=O)C2CCN(S(=O)(=O)N3CCCC3)CC2)cc1 | -9 | -18
O=C(c1cc2ccccn2n1)N1CCN(c2cccc(C(F)(F)F)c2)CC1 | -1 | 6
Cc1cc(Nc2cccc(C)c2C)n2ncnc2n1 | 0 | 1
CCOc1ccc(NC(=O)CN2CCN(CC(=O)Nc3ccc(C(=O)OC)cc3)CC2)cc1 | -7 | -22
CC1=C(C(N)=O)C(c2cccc(O)c2)n2nc(CCCO)nc2N1 (configuration not stated) | -2 | -12

Arranged by the number under QS inhibitor (ascending): 3 of the compounds above
Structure,QS inhibitor,QS inhibitor GFP MFI %
CCS(=O)(=O)N1CCCC(C(=O)NCCCN(C)Cc2ccccc2)C1 (configuration not stated),-5,-10
Cc1ccc(-n2nc3c(c2NC(=O)c2c(-c4ccccc4Cl)noc2C)CSC3)cc1,0,9
CCCCn1cc(C(C)(C)C)c(C#N)c1NC(C)=O,2,-36

Other records
SMILES | QS inhibitor | QS inhibitor GFP MFI %
CCOC(=O)CSC1=C(C#N)C(c2ccc3c(c2)OCO3)CC(=O)N1 (configuration not stated) | 2 | -16
CCN(CC)CCNC(=O)c1ccccn1 | -3 | -36
CCOc1ccc(-c2nc(C#N)c(N3CCOCC3)o2)cc1 | -1 | -6
O=S(=O)(NC1CCCC1)c1ccccc1Cl | -1 | -16
COc1ccc(CNC(=O)Cn2nc(C(F)(F)F)c3c2CCC3)cc1 | -2 | 2
CC1CCCC(NC(=O)c2ccc3c(=O)n(CC4CCCO4)c(=O)[nH]c3c2)C1C (configuration not stated) | -4 | -8
CC(=O)c1ccc(NC(=O)CCNS(=O)(=O)c2cccc3nonc23)cc1 | 0 | 6
CC(=O)c1c(C)[nH]c(C(=O)N2CCc3ccccc3C2)c1C | 0 | -59
CC1(C)Cc2c(sc3c2C2=NCCN2C=N3)CS1 | 11 | 18
CCOC(=O)c1c(C)[nH]c(C(=O)CSc2nc3ccccc3o2)c1C | 0 | 18
O=C(O)c1[nH]c2ccc(Cl)cc2c1CC(=O)N1CCN(c2ccccc2)CC1 | 2 | 8
CC(C)NC(=O)CSc1nnc(-c2ccc(C(C)(C)C)cc2)n1C | 5 | 61
CCOc1ccc(OCC)c(NS(=O)(=O)c2cccc3nsnc23)c1 | -1 | -2
COC(=O)c1c(NC(=O)c2ccc(Br)o2)sc(C)c1C | -2 | -6
C/C(CC(O)(/C=N/O)c1ccccc1)=N\O (configuration not stated) | 0 | -8
CCCCC(=O)NCCc1ccc(S(N)(=O)=O)cc1 | -2 | -4
CCOc1ccccc1CNC(=O)c1cc2occc2n1C | -5 | -28
CCN(Cc1ccccc1)S(=O)(=O)c1ccc2oc(C(=O)O)c(C)c2c1 | 1 | 2
N#Cc1ccc(Cl)cc1NC(=O)COC(=O)c1ccc2c(c1)OCCO2 | -2 | -4
COc1cc(-c2nc(-c3ccncc3)no2)cc(OC)c1OC | -1 | 3
CN(Cc1ccccc1)C(=O)CCCn1c(=O)[nH]c2cc(Cl)ccc2c1=O | 8 | 14
COc1ccc(-n2c(C)nc3c(cnn3-c3ccc(Cl)cc3)c2=O)cc1 | -1 | -17
O=C(Nc1ccccc1C(F)(F)F)c1cc(-c2ccc(O)cc2)on1 | 2 | 15
O=C(O)Cn1cc(C(=O)c2ccco2)c2ccccc21 | 1 | 15
O=C(CS(=O)(=O)c1cn(Cc2cccc(F)c2)c2ccccc12)N1CCOCC1 | 0 | 21

The list goes on:
SMILES | QS inhibitor | QS inhibitor GFP MFI %
O=C(CSc1ncnc2nc[nH]c12)c1ccc(Cl)cc1 | 0 | -1
Cc1cccc(-n2nnc(C(=O)NCc3ccco3)c2N)c1 | -3 | -17
O=C(NCc1ccccc1)c1c[nH]c2ccc(S(=O)(=O)Nc3ccc4c(c3)OCCO4)cc2c1=O | 3 | 6
O=C1c2ccccc2C(=O)N1CC(O)COCc1ccccc1 (configuration not stated) | 0 | 0
CC(C)COC(=O)C1C(=O)CC(C)(O)C(C(=O)OCC(C)C)C1c1cccnc1 (configuration not stated) | -6 | -37
COc1cc(OC)c(NC(=O)CCNS(=O)(=O)c2cc(Br)cnc2N)cc1Cl | -6 | -14
Cc1cccnc1NC(=O)C1CCN(S(=O)(=O)c2ccc3c(c2)CCC(=O)N3)CC1 | -11 | -13
CCOC(=O)c1cc(C(C)(C)C)oc1CN | -2 | -29
Cc1ccc(Cl)cc1NC(=O)c1ocnc1C | 2 | 16
CN1CCN(S(=O)(=O)c2ccc(NC(=O)c3ccc(F)cc3)cc2)CC1 | 1 | 11
Cc1ccccc1Cn1c2ccccc2c2cn[nH]c(=O)c21 | -3 | -19
C/C(N)=C(/C#N)C(=O)COC(=O)COc1ccc(Cl)cc1 | -1 | 4
CCC(C)C(NC(=O)C1CCC(C)CC1)C(=O)NCc1cccnc1 (configuration not stated) | 0 | 3
COc1ccc(Br)cc1CNC(=O)C1CCN(S(=O)(=O)N2CCCC2)CC1 | -1 | 2
CCCn1c(SCC(=O)N2CCc3ccccc3C2)nc2c1c(=O)n(C)c(=O)n2C | 0 | -5
Cn1nnnc1SCC(=O)N1CCN(c2ccccc2)CC1 | 0 | 5
O=C(NCCN1CCOCC1)c1cc2sccc2n1Cc1ccc(Cl)cc1 | 3 | 33
COCCNC(=O)C(c1ccc(O)cc1)N(Cc1ccco1)C(=O)CCC(=O)Nc1nccs1 (configuration not stated) | -1 | -34
O=C(OCn1nnc2ccccc2c1=O)c1ccc(Br)o1 | 4 | 32
O=C(CSc1nc(N2CCCCC2)nc(N2CCCCC2)n1)Nc1nccs1 | 0 | -4
CCOc1ccc(CNC(=O)CCn2c(=O)oc3ccccc32)cc1OC | -2 | -11
Cc1cc2cc(CNC(=O)Nc3ccccc3)ccc2n1C | 4 | 16
CCOc1ccc(CCNC(=O)c2nnc(Cc3ccc(F)cc3)o2)cc1OCC | 0 | 6
CCOc1cc(C2C(C(=O)OCC(C)C)=C(C)N=C3SCCC(=O)N32)ccc1OC(C)=O (configuration not stated) | 24 | 32
Cc1ccc(C)c(N2CCN(C(=O)CN(C)S(=O)(=O)c3cnc[nH]3)CC2)c1 | 3 | 9

Some of the entries so far, as labelled records.
O=C(NCc1ccccc1)c1c[nH]c2ccc(S(=O)(=O)Nc3ccc4c(c3)OCCO4)cc2c1=O
  QS inhibitor = 3	QS inhibitor GFP MFI % = 6
O=C1c2ccccc2C(=O)N1CC(O)COCc1ccccc1 (configuration not stated)
  QS inhibitor = 0	QS inhibitor GFP MFI % = 0

(listing goes on)
SMILES | QS inhibitor | QS inhibitor GFP MFI %
COC(=O)Nc1nnc(CCc2ccccc2)s1 | 1 | 7
COc1ccc(C2CC(c3cccc(Cl)c3)n3nc(N)nc3N2)cc1 (configuration not stated) | -3 | -14
Cc1cc2ccccn2c1C(=O)c1ccncc1 | -2 | 12
CCCN(CCC)C(=O)CSc1nc2ccccc2c(=O)n1C1CCCC1 | 20 | 59
CCc1ccc(NC(=O)c2cc(CC(C)C)on2)cc1 | -1 | 4
COc1ccc(-c2noc(CCC(=O)NCCN3CCN(c4ccccc4F)CC3)n2)cc1 | 3 | 16
Cc1noc(C)c1CSc1nc2ccccc2s1 | 1 | 4
Cc1nnc2ccc(N3CCN(C(=O)c4ccccc4)CC3)nn12 | -1 | -9
c1cnc(NCCNc2ncccn2)nc1 | 0 | -28
CCc1ccccc1N(CC)C(=O)CCc1nc(-c2ccc(C)cc2)no1 | 0 | 26
c1ccc(-c2csc(N3CCCCCC3)n2)cc1 | 1 | 10
COc1cccc(-c2nnc(SCC(=O)N3CCCc4ccccc43)o2)c1 | 3 | 10
CCc1nc2sc(C)c(C)c2c(=O)n1CCO | 0 | 3
CCCc1cc(C(=O)N(C2CCCCC2)C2CCCCC2)no1 | -9 | -27
CCOC(=O)c1[nH]c2ccc(C)cc2c1N=C(C)N(C)C | 0 | 14
Cc1n[nH]c(C)c1S(=O)(=O)N(CC(=O)Nc1ccc2c(c1)OCCO2)c1ccc(C(C)C)cc1 | 4 | 23
Cc1cc(NC(=O)c2cc(C)on2)n(-c2ccccc2)n1 | -8 | -14
CC(C)(C)C(=O)/C=C(\N)c1ccccn1 | 1 | 22
Cc1cc(=O)[nH]c(SCc2nc3ncccn3c2Br)n1 | 0 | 13
N#Cc1c(-c2ccco2)cc(C2CC2)nc1SCC(=O)c1ccccc1 | -8 | -13
CC1CCCCN1CCCNC(=O)C1CCN(c2nc3ccccc3o2)CC1 (configuration not stated) | -1 | -4
COc1ccc(N2C(=O)CC(N3CCN(c4ccccc4F)CC3)C2=O)cc1 (configuration not stated) | 3 | 29
O=C(O)CC12CSc3[nH]c(=O)sc3C1c1ccccc1OC2=O (configuration not stated) | -4 | -10
COc1ccc(NC(=O)c2ccc(COc3ccccc3Br)o2)cc1OC | -2 | -7
O=C(C1CCN(S(=O)(=O)c2ccc(-n3cnnn3)cc2)CC1)N1CCN(c2ccccc2)CC1 | 0 | 6

Among those listed so far, these contain a furan ring, fused or not:
SMILES | QS inhibitor | QS inhibitor GFP MFI %
Cc1ccc(-n2nnnc2SCC(=O)N2CCN(C(=O)c3ccco3)CC2)c(C)c1 | 1 | 2
COC(=O)c1c(NC(=O)c2ccc(Br)o2)sc(C)c1C | -2 | -6
CCOc1ccccc1CNC(=O)c1cc2occc2n1C | -5 | -28
CCN(Cc1ccccc1)S(=O)(=O)c1ccc2oc(C(=O)O)c(C)c2c1 | 1 | 2
O=C(O)Cn1cc(C(=O)c2ccco2)c2ccccc21 | 1 | 15
Cc1cccc(-n2nnc(C(=O)NCc3ccco3)c2N)c1 | -3 | -17
CCOC(=O)c1cc(C(C)(C)C)oc1CN | -2 | -29
COCCNC(=O)C(c1ccc(O)cc1)N(Cc1ccco1)C(=O)CCC(=O)Nc1nccs1 (configuration not stated) | -1 | -34
O=C(OCn1nnc2ccccc2c1=O)c1ccc(Br)o1 | 4 | 32
N#Cc1c(-c2ccco2)cc(C2CC2)nc1SCC(=O)c1ccccc1 | -8 | -13
COc1ccc(NC(=O)c2ccc(COc3ccccc3Br)o2)cc1OC | -2 | -7

(list continues)
SMILES | QS inhibitor | QS inhibitor GFP MFI %
CC1CN=C(c2cccn2Cc2ccc(F)cc2Cl)O1 (configuration not stated) | 0 | -18
CCOc1ccc(OCC)c(NC(=O)CNS(=O)(=O)c2cccs2)c1 | -1 | -24
Fc1cccc(C2CC(c3cccc(Br)c3)Nc3nnnn32)c1 (configuration not stated) | 0 | 6
CCCN1CC23C=CC(O2)C(C(=O)O)C3C1=O (configuration not stated) | -2 | -4
Cc1nc2c(ccc3nc(NC(=O)c4ccc5c(c4)OCCO5)sc32)s1 | 57* | 55*
COc1ccc(N2CCN(C(=O)Cn3c(=O)[nH]c4ccsc4c3=O)CC2)cc1 | 1 | 3
Cc1cccc2sc(NC(=O)CN(C)S(=O)(=O)c3cccs3)nc12 | 2 | 3
c1cncc(C2Nc3ccccc3-c3nc4ccccc4n32)c1 (configuration not stated) | 0 | 10
CCOC(=O)c1c(C)c(C(=O)Nc2ccccc2)c(C)n1CC | 0 | -1
CCN(CC)CCOC(=O)c1c(C)oc2ccc(O)cc12 | -1 | 4
CC1=C(C(=O)OCc2ccccc2)C(c2ccc(C)o2)C2=C(CCCC2=O)N1 (configuration not stated) | 0 | 29
CCn1ccc(C(=O)Nc2ccc(Cl)cn2)n1 | 1 | 33
CN(CCNC(=O)C1CC(=O)N(C2CCCC2)C1)Cc1ccccc1 (configuration not stated) | 0 | -1
CCOC(=O)c1[nH]c(C)c(C(=O)NC(C)CC)c1C (configuration not stated) | -2 | -45
Cc1cccc(Cn2cnc3c(nnn3Cc3ccc(F)cc3)c2=O)c1 | 9 | 15
CCC1(CC)NC(=O)NC1=O | 0 | -5

Whole records from above:
`O=C(CS(=O)(=O)c1cn(Cc2cccc(F)c2)c2ccccc12)N1CCOCC1` is entered as QS inhibitor = 0; QS inhibitor GFP MFI % = 21
`CCc1ccccc1N(CC)C(=O)CCc1nc(-c2ccc(C)cc2)no1` is entered as QS inhibitor = 0; QS inhibitor GFP MFI % = 26
`CCOc1ccc(CNC(=O)CCn2c(=O)oc3ccccc32)cc1OC` is entered as QS inhibitor = -2; QS inhibitor GFP MFI % = -11

Compound activity: PubChem BioAssay, NMMLSC
